# TDP1 cell noCPT – qHTS for Inhibitors of human tyrosyl-DNA phosphodiesterase 1 (TDP1): qHTS in cells in absence of CPT. DT40 Tdp1-/- hTDP1 cells, no CPT, ATP luminescence, 48 h. Potency, µM (series often up to 46.2 µM), without a hit: top-dose activity change, negative = growth inhibition, usual class: inhibitors. 420,000 tested, 15% active; further: nearly all actives have a fitted effect of over 55% in size
#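 Stably hTDP1-transfected Tdp1-null chicken DT40 cells were treated with library compounds minus camptothecin and grown for at least 48 hr at 37 °C, after which cellular ATP was quantified by luminescence.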
# TDP1 cell CPT – DT40-hTDP1 cell growth loss with CPT; chicken DT40 Tdp1-/-;hTDP1 cells + 20 nM CPT, ATP luminescence, 48 h; Potency, µM (series often up to 46.2 µM), inactives show top-dose activity change, negative = growth inhibition, actives largely listed as inhibitors; 420,000 tested, 12% active; AID 686979; further: nearly all actives have a fitted effect of over 55% in size
#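 Chicken DT40 Tdp1-/- cells stably complemented with human TDP1 were seeded at 400 cells/well in medium containing 20 nM camptothecin, exposed to pin-transferred compounds, and grown at 37 °C for at least 48 hr. Viability was read as ATP luminescence.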
# KAT2A inh – inhibitors of human GCN5L2 histone acetyltransferase; Q92830; GCN5L2 HAT assay, ThioGlo1 CoA-SH fluorescence; Potency, µM (doses to about 58.9 µM), for inactives: at the top dose activity change, negative = inhibition, most hits filed as inhibitors; 390,000 tested, 0.21% active; AID 504327
# Target sequence (Q92830 whole entry, looked up): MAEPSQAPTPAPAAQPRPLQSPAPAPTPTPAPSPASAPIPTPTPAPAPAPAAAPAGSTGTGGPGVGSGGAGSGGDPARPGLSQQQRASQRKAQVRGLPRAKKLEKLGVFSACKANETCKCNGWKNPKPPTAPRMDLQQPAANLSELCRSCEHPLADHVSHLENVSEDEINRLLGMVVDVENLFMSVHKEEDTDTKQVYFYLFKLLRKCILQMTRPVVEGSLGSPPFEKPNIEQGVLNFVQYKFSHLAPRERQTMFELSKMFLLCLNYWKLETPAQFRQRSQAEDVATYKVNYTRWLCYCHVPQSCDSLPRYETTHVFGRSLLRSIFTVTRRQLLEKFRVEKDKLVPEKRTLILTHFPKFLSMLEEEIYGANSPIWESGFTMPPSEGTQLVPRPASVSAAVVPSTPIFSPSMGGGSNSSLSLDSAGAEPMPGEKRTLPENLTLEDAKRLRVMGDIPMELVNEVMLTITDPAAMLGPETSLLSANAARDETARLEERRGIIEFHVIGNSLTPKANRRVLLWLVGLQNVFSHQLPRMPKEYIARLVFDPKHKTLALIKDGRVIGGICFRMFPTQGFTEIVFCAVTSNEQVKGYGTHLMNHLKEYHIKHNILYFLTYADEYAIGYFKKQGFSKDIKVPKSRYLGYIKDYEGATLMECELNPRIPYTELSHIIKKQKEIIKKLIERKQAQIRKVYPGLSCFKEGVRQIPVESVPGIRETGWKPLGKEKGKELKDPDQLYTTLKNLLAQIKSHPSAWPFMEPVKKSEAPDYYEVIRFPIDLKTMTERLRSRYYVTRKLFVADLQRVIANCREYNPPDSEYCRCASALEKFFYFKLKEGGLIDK
#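 Fluorescence readout, Ex340nm/Em540nm: ThioGlo1 (50uM final) reacts with free CoA thiol released as 20nM GCN5L2 acetylates H3(1-25) peptide (75uM) using acetyl-CoA (70uM). Compound and enzyme sat 15 min beforehand; 20 min room-temperature reaction.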
# Starred values were filed as active, the others as inactive; u = inconclusive; x = no result given; & = joins results of further samples; [ ] = another dose, or the depositor's remark. The call rests on the fitted dose curve; in most records, active means well fitted curve in the direction sought with a large enough effect; inconclusive means small, poorly fitted or top-dose-only effect, or another doubt; inactive means no such curve, though single readings can be large; an effect the other way counts as inactive or inconclusive. On the % scale 0 is the no-effect control and ±100 the full control effect; potency means the concentration at half of the fitted maximal effect.
SMILES,TDP1 cell noCPT,TDP1 cell CPT,KAT2A inh
COc1ccc(Cc2c(-c3ccc(C)cc3)nc3cc(C)c(Br)c(C)n23)c(C)c1,u,2.3µM*,x
Cc1cc(S(=O)(=O)N2CCN=C2c2ccccc2)c(Cl)cc1Cl,u,u,-3%
Cc1ccccc1OCCSc1nnc(-c2ccncc2)n1C,-20%,-13%,-5%
CCN(Cc1ccccc1)C(=O)COc1ccccc1,-29%,4%,-6%
Cc1ccc(S(=O)(=O)N2CCOCC2)cc1C(=O)OCc1nnc(-c2ccccc2)o1,u,u,-2%
O=C(/C=C/C=C/c1ccccc1)CC1(O)C(=O)N(CCc2ccccc2)c2ccccc21 (stereo not given),18µM*,21µM*,-2%
O=C(COC(=O)COc1ccc(Cl)cc1)NC1CCCC1,-1%,-4%,5%
O=C(N/N=C/c1ccncc1)c1ccccc1[N+](=O)[O-],-10%,5%,5%
CCC(c1nnnn1Cc1ccco1)N(CCc1ccccc1)Cc1cc2cc(C)ccc2[nH]c1=O (stereo not given),u,21µM*,-20%
Cc1ccc(-n2nc3c(=O)n(CC(=O)NCc4ccccc4Cl)nc(C)c3c2C)cc1,4%,-21%,0%
C=C(C)c1cccc(C(C)(C)NC(=O)N2CCCC(C)C2)c1 (stereo not given),u,23µM*,1%
C[C@H](CO)N1C[C@H](C)[C@@H](CN(C)S(C)(=O)=O)Oc2ccc(NC(=O)Cn3cnnn3)cc2C1=O,6%,-4%,-2%
CC1=NN(c2ccc(Cl)cc2)C(=O)/C1=C\c1cccn1-c1ccc(S(N)(=O)=O)cc1,15µM*,u,-14%
COc1ccc(C(=O)Nc2nc(C)cc(C)n2)cc1,13%,-2%,-2%
C#CCOCCOCCOCCNc1nc(N2CCN(C(=O)[C@H](CCCCN)n3cc(CN)nn3)CC2)nc(N2CCN(C(=O)[C@H](CC(N)=O)n3cc(C(N)[C@H](C)CC)nn3)CC2)n1 (stereo not given in full),5%,0%,-8%
Cc1nn(C)cc1CN(C)C(=O)c1cc(-c2ccccc2)nc2ccc(Br)cc12,15µM*,16µM*,-11%&0%
O=[N+]([O-])c1ccccc1CN1CCN(Cc2c[nH]c3ccccc23)CC1,3.7µM*,2.9µM*,-3%
O=C(NNC(=S)Nc1ccc(F)cc1)C1[C@H]2CCCC[C@@H]12 (stereo not given in full),0%,11%,6%
Cc1cccc(C)c1OCC(O)CN1CCC(CN2C(=O)c3cccc4cccc(c34)C2=O)CC1 (stereo not given),8.2µM*,12µM*,1%
Cc1nn(C)c(C(=O)Nc2ccn(Cc3ccccc3F)n2)c1[N+](=O)[O-],-9%,-20%,-1%

# The final 3 records of the part above come first, to join the parts:
SMILES,TDP1 cell noCPT,TDP1 cell CPT,KAT2A inh
O=C(NNC(=S)Nc1ccc(F)cc1)C1[C@H]2CCCC[C@@H]12 (stereo not given in full),0%,11%,6%
Cc1cccc(C)c1OCC(O)CN1CCC(CN2C(=O)c3cccc4cccc(c34)C2=O)CC1 (stereo not given),8.2µM*,12µM*,1%
Cc1nn(C)c(C(=O)Nc2ccn(Cc3ccccc3F)n2)c1[N+](=O)[O-],-9%,-20%,-1%
CCOc1ccc(-n2c(SCC(=O)Nc3ccc(OC)cc3)nc3sc4c(c3c2=O)CCN(C)C4)cc1,-12%,u,-4%
CNc1ccccc1-c1nc2ccccc2n(C)c1=O,-7%,-10%,-7%
CCN1C(=O)/C(=C2\C=Cc3ccccc3N2CC)SC1=S,18µM*,15µM*,30%[activator]
Cc1cc(C)nc(NC(=O)/C=C/c2ccc(Cl)cc2Cl)c1,13µM*,u,u
N#CCC(=O)NN,-15%,-3%,-7%
O=S(=O)(NCC(c1ccco1)N1CCOCC1)c1ccc(Cl)cc1 (stereo not given),u,-17%&-3%,3%&-1%
COc1cccc(CN2CC(C(=O)N(C)CCCC3CCCC3)CCC2=O)c1 (stereo not given),u,u,-3%
CCCCNc1nc(Nc2ccc(C)c(Cl)c2)c2cnn(C)c2n1,u,23µM*,1%
CCOc1ccc(CCN2C(=S)N([C@@H](CC(C)C)CN3CCCC3CN3C(=S)NC[C@@H]3CC(C)C)C[C@@H]2CC(C)C)cc1 (stereo not given in full),18µM*,u,x
Cc1cc(C)cc(OC(C)c2ccnc3nc(/N=C/N(C)C)nn23)c1 (stereo not given),-20%,u,-10%
Cc1ccccc1NC(=O)Nc1nc(C(N)C2CCCCC2)cs1 (stereo not given),u,23µM*,x
Cc1ccc(NC(=O)C2(C)CCN2C(=O)CC(c2ccccc2)c2ccccc2)cc1 (stereo not given),u,u,x
CCOc1cc(N2CCOCC2)c(OCC)cc1NC(=O)COC(=O)[C@@H]1CCCN1S(=O)(=O)c1ccccc1F,u,u,-8%
CC(=O)Nc1cc([N+](=O)[O-])ccc1OCc1ccccc1,u,u,x
O=C(O)c1ccc(N2CCc3ccccc32)c([N+](=O)[O-])c1,-1%,u,15%
C#CC(C)(CC)NC(=O)Cn1nnc(-c2ccc(S(C)(=O)=O)cc2)n1 (stereo not given),-6%,0%,-6%
COc1ccc([C@H]2/C=C\CN(Cc3ccc(N(C)C)cc3)[C@@H](C)C(=O)N2Cc2ccc(F)cc2)cc1,u,u,x
O=C1CN(C(=S)Nc2ccccc2Cl)CCN1,15%,6%,-1%
COc1cc2c(C(=O)O)c(C)n(-c3ccccc3)c2c2ccccc12,31%[activator],-23%,-9%
CC1CCN(C(=O)C2CCCN(S(=O)(=O)c3cccc4nsnc34)C2)CC1 (stereo not given),-25%,u,-3%
CSc1ccc(/C=C/C(=O)Nc2ccccc2)cc1,-24%,u,-3%
Clc1cccc(CSc2nc(NCCc3ccccc3)c3ccccc3n2)c1,u,u,-19%
O=C(NN=Cc1ccccc1Cl)c1ccccc1,u,-4%,x
COc1cccc(S(=O)(=O)N(C)C[C@@H]2OCc3cnnn3CCCC(=O)N([C@@H](C)CO)C[C@H]2C)c1,-5%,-10%,x
O=C(C1CCCN1S(=O)(=O)c1cccc2nsnc12)N1CCCCC1 (stereo not given),9%,-5%,-8%
CCCCOc1ccc(/C=C2/Sc3ccccc3C2=O)cc1,11%,-13%,2%
CN(Cc1ccccc1)C(=O)c1[nH]cnc1C(=O)Nc1ccccc1,u,u,-6%
CN1/C(=C\C(=O)CSc2nncn2C)C(C)(C)c2ccccc21,-5%,17%,13%
Cc1ccc(-n2nc3c(=O)n(CCCC(=O)NCc4ccccc4C)nc(C)c3c2C)cc1,21µM*,21µM*,-1%&-27%
O=C(C1CC1)N1CCN(Cc2ccccc2)CC1,-5%,0%,x
COc1ccc(C)cc1NC(=O)C1CCCN(S(=O)(=O)c2cccc3cccnc23)C1 (stereo not given),u,u,2%
CCCC(=O)NC(=S)Nc1ccc(S(=O)(=O)Nc2ccc(OCC)cc2)cc1,u,12µM*,-9%
O=c1cc(O)c2sc(Nc3ccc(Cl)c(F)c3)nc2[nH]1,4.6µM*,5.2µM*,-23%
CCNc1nc(-c2sc(NC(=O)C(C)(C)C)nc2C)c(-n2cc(-c3ccccc3)nn2)s1,7.3µM*,10µM*,x
COCCNC(=O)C1CCN(c2nc3ccccc3nc2C(F)(F)F)CC1,-20%,u,0%
CC1CCN(C(=O)c2cc(-c3ccc(Cl)cc3)on2)CC1,-21%,u,-1%
Cc1cc(OCc2cc(C(=O)N(C)Cc3nonc3C)no2)cc(C)c1Cl,-3%,u,-14%
CC(NC(=O)c1ccccc1)C(=O)N/N=C/c1ccccc1 (stereo not given),3%,12%,1%
O=c1c(CCc2ccccc2)nc2cnc(Nc3ccccc3)nc2n1Cc1cccs1,-20%,6%,-7%
Cc1cc2nc(-c3cccc(Br)c3)c(Cc3ccsc3)n2c(C)c1Br,u,u,x
COc1ccccc1N1CCN(C(=O)C(F)F)CC1,-8%,3%,1%
O=S1(=O)CC(N2CCN(CCO)CC2)CN1Cc1cn(Cc2cccc(Cl)c2)nn1 (stereo not given),7%,-12%,x
COc1cccc(CNC(=O)CCc2ccc(OC)c(OC)c2)c1,-6%,13%,-11%
CC[C@]12c3[nH]c4ccc(Cl)cc4c3CCN1C(=O)[C@@H](CC(=O)NCc1ccc(OC)c(OC)c1)C[C@@H]2C(=O)N1CCN(C(=O)c2ccco2)CC1,u,u,-1%
Cc1noc(C)c1C(=O)N(CC(=O)NC1CCCC1)Cc1ccccc1F,-5%,0%,0%
COc1c(F)c(F)c(C(=O)Nc2ccc(N3CCN(Cc4ccccc4)CC3)cc2)c(F)c1F,11µM*,16µM*,-2%
N#Cc1ccsc1NC(=O)CSc1ncn[nH]1,-17%,0%,-1%
C/C(=N\NC(=S)NCCc1ccccc1)c1ccc(Cl)cc1,u,u,-7%
COc1cccc(NC(=O)Cn2c(=O)n(-c3ccc(CC(=O)NCC4CCCO4)cc3)c(=O)c3ccccc32)c1 (stereo not given),u,-18%,0%
CCOc1ccc(NC2OCC(O)C(O)C2O)c([N+](=O)[O-])c1 (stereo not given),-13%,-3%,1%
COc1ccc(NC(=O)CCNS(=O)(=O)c2cccc3nsnc23)cc1OC,-14%&-3%,-2%&-9%,-3%&-2%
O=C(NCc1cccs1)C1CCN(S(=O)(=O)c2cccs2)CC1,-8%,-11%,1%
CC(=O)C(C)Oc1cc(C)cc2oc(=O)c(C)c(C)c12 (stereo not given),-27%,-24%,-12%
O=C(Nc1cccc(S(=O)(=O)N2CCCCC2)c1)c1ccccc1NS(=O)(=O)c1ccc(F)cc1,21µM*,u,-17%
COc1ccccc1CCNC(=O)Cc1cccs1,-5%,-5%,-3%
COCCNC(=S)N1CCN(c2cccc(C(F)(F)F)c2)CC1,23µM*,u,-1%
O=C(Nc1ccc(OCc2ccccc2)cc1)Nc1nnc([C@@H]2C[C@H](O)[C@@H](CO)O2)s1,-19%,u,x
CCn1cc(CN2CCCC(CNC(=O)COc3ccccc3OC)C2)c(C)n1 (stereo not given),22%,2%,-2%
CN(C)S(=O)(=O)c1ccc(NC(=O)c2cccnc2)cc1,-15%,-17%,-6%
COc1ccc2nc(NC(C)=O)sc2c1,u,u,u

# Among those listed so far, these contain an NH in an aromatic ring.
SMILES,TDP1 cell noCPT,TDP1 cell CPT,KAT2A inh
CCC(c1nnnn1Cc1ccco1)N(CCc1ccccc1)Cc1cc2cc(C)ccc2[nH]c1=O (stereo not given),u,21µM*,-20%
O=[N+]([O-])c1ccccc1CN1CCN(Cc2c[nH]c3ccccc23)CC1,3.7µM*,2.9µM*,-3%
CN(Cc1ccccc1)C(=O)c1[nH]cnc1C(=O)Nc1ccccc1,u,u,-6%
O=c1cc(O)c2sc(Nc3ccc(Cl)c(F)c3)nc2[nH]1,4.6µM*,5.2µM*,-23%
CC[C@]12c3[nH]c4ccc(Cl)cc4c3CCN1C(=O)[C@@H](CC(=O)NCc1ccc(OC)c(OC)c1)C[C@@H]2C(=O)N1CCN(C(=O)c2ccco2)CC1,u,u,-1%
N#Cc1ccsc1NC(=O)CSc1ncn[nH]1,-17%,0%,-1%

# By substructure: the entries above with a furan ring, fused or not
SMILES,TDP1 cell noCPT,TDP1 cell CPT,KAT2A inh
CCC(c1nnnn1Cc1ccco1)N(CCc1ccccc1)Cc1cc2cc(C)ccc2[nH]c1=O (stereo not given),u,21µM*,-20%
O=S(=O)(NCC(c1ccco1)N1CCOCC1)c1ccc(Cl)cc1 (stereo not given),u,-17%&-3%,3%&-1%
CC[C@]12c3[nH]c4ccc(Cl)cc4c3CCN1C(=O)[C@@H](CC(=O)NCc1ccc(OC)c(OC)c1)C[C@@H]2C(=O)N1CCN(C(=O)c2ccco2)CC1,u,u,-1%

# The order is random (roughly 18% active in at least one column).
